Bioassay records (PubChem BioAssay)
14-3-3g Raf = modulators of human 14-3-3 gamma - Raf peptide interaction. FP, 14-3-3gamma / TMR-pS259-Raf peptide binding. inhibition, % at 40 µM. AID 422. 0.19% of 160,000 active. P61981; in the data active = inhibition above about 30%;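 also: 0% = protein plus tracer without compound and 100% = blank with tracer alone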
Target sequence (P61981 whole entry, looked up): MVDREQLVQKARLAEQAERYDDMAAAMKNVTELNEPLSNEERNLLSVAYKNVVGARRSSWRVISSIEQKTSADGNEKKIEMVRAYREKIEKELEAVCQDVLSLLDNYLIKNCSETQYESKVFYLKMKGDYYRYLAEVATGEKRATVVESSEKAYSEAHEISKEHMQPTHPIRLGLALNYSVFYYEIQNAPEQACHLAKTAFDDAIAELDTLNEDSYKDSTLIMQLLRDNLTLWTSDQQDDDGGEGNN
An asterisk follows results filed as active; & = joins results of further samples. Only part of the results is shown, so the mix of outcomes need not match the whole.

14-3-3g Raf | SMILES
-7.5 | COc1ccc(CC(=O)c2cc(OC)c(OC)cc2CC(=O)O)cc1OC
-28.1 | O=C(O)C1Nc2c(C(=O)N3CCOCC3)cccc2C2C=CCC12 (stereo unspecified)
-4.3 | CCOC(=O)Nc1ccc(C(=O)Oc2ccccc2)c(O)c1
9.5 | CC(C)(C)c1ccc(C(=O)Nc2cnccn2)cc1
-2.3 | COc1ccc2cc3cc(C(=O)N(C)c4cc(C)ccc4C)sc3nc2c1
-194.1 | Cc1c(C#N)c2nc3ccccc3n2c(=O)/c1=C/Nc1ccc(N2CCOCC2)c(Cl)c1
-14.5 | CCC(=O)N1CCc2cc(Br)cc(S(=O)(=O)NCCN3CCCC3)c21
2.3 | CCCCCOC(=O)c1ccc(N2C(=O)C3C4CCC(C4)C3C2=O)cc1 (stereo unspecified)
-3.8 | COc1ccc(-c2ccc(=O)n(CC(=O)Nc3ccccc3Cl)n2)cc1
-4.1 | C=C(C)CC1N(c2cccc(OC)c2)C(=O)C2C(C(=O)O)C3C=CC21O3 (stereo unspecified)
-7.2 | O=C1CCCC2=C1C(c1cccc3ccccc13)Nc1ccc3ncccc3c12 (stereo unspecified)
-2.5 | CCOC(=O)N1CCC(NC(=O)C2CCCN(c3nc4ccccc4o3)C2)CC1 (stereo unspecified)
-3.3 | COc1cc(CC(=O)O)ccc1O
-4.5 | Oc1ccc2c(c1)c1c3n2CCNC3CCC1 (stereo unspecified)
7.5 | CCC(=O)N1CCc2cc(S(=O)(=O)CCC(=O)Nc3ccc(C)cc3)ccc21
-2.5 | COc1ccc(C(=O)N2N=C3CCCCC3C2(O)C(F)(F)F)cc1OC (stereo unspecified)
-6.3 | O=C(CC1C(=O)N(c2ccccc2)C(=S)N1CCc1ccc(F)cc1)Nc1ccc(F)cc1 (stereo unspecified)
17.1 | Cn1c(=O)[nH]c(=O)c2c1[nH]c(=S)n2CC(O)COc1ccccc1 (stereo unspecified)
-4.8 | COC(=O)c1ccc(C2Oc3ccc(OC)cc3C3CC(c4ccc(OC)cc4)=NN32)cc1 (stereo unspecified)
-1.4 | CCN(CC)CC#CC(O)(c1ccccc1)c1cccc(F)c1 (stereo unspecified)
1.4 | O=[N+]([O-])c1ccc(Sc2nc3ccccc3s2)nc1
2.3 | CCOC(=O)N1CCC(Nc2nc3ccccc3n3cnnc23)CC1
-1.2 | CSCCC(NC(=O)c1ccccc1)c1nc(-c2ccccc2)no1 (stereo unspecified)
-2.6 | CC(=O)NC(C)C(=O)OCc1ccc(Cl)cc1Cl (stereo unspecified)
-3.9 | Cn1c(C(=O)NCCCN2CCOCC2)cc2c(=O)[nH]c3ccccc3c21
-3.6 | O=C1CCCc2c1nn(-c1ccccc1)[n+]2[O-]
-4.8 | CN(C)/C=C/c1c(C#N)c(=O)ncn1Cc1ccccc1
-0.7 | CC(C)CCOc1ccc(C(=O)NCC2OCCc3ccccc32)cc1 (stereo unspecified)
2.0 | CCOc1cc(C2C(C(=O)OCCc3ccccc3)=C(C)NC3=C2C(=O)CCC3)cc(Cl)c1O (stereo unspecified)
-7.2 | CCCCN(C(=O)c1ccco1)c1nnc(-c2cc(OC)c(OC)c(OC)c2)s1

Structural class, the compounds so far containing a cyano group
14-3-3g Raf | SMILES
-194.1 | Cc1c(C#N)c2nc3ccccc3n2c(=O)/c1=C/Nc1ccc(N2CCOCC2)c(Cl)c1
-4.8 | CN(C)/C=C/c1c(C#N)c(=O)ncn1Cc1ccccc1

Additional results follow.
14-3-3g Raf | SMILES
-1.4 | O=C(CSCc1ccccc1Cl)N1CCN(c2ccc(F)cc2)CC1
2.6 | CC1CCN(S(=O)(=O)c2ccc3[nH]cc(C(=O)N4CCOCC4)c(=O)c3c2)CC1
-20.2 | CCCc1cc(C(=O)Cc2ccc(C(=O)OCC)o2)c(O)cc1O
1.8 | O=C(Nc1ccc(-c2nc3ccccc3o2)cc1)c1ccccc1Br
-297.6 | Cc1cc(NC(=O)CSc2n[nH]c(C)c2[N+](=O)[O-])no1
-10.7&0.3 | COc1ccccc1-n1nc(C(=O)NCc2ccco2)c2ccccc2c1=O
-7.8&25.3 | O=C1NCCCC1C(=O)Nc1ccccn1 (stereo unspecified)
-6.4 | CCOc1cccc(NC(=O)c2ccc(S(=O)(=O)N3CCCC3)cc2)c1
-8.0&3.7 | COC(=O)C1=C(C)NC(=O)NC1c1ccccc1 (stereo unspecified)
-25.6 | Cc1cc(C)c2nc(-c3ccccn3)cc(C(=O)NCc3ccco3)c2c1
11.8 | CCOC(=O)c1cnc2nc(COc3ccccc3)[nH]n2c1=O
-11.4 | COc1ccc(CNC(=O)c2ccc3c(=O)n(-c4cc(OC)ccc4OC)c(=S)[nH]c3c2)cc1
2.2 | O=c1c2ccccc2nc2n1CCN2
-2.0 | Cc1ccc(OCC(=O)N2CCCCCC2)c(C)c1
-5.9 | COc1ccc(CCN2C(=O)CCC2(C)C(=O)NC2CCCC(C)C2C)cc1OC (stereo unspecified)
-3.3 | CC(C)c1ccc(C(=O)CC2(O)C(=O)N(Cc3ccc(Cl)cc3)c3ccccc32)cc1 (stereo unspecified)
-2.8 | CCOc1cc2c(cc1OCC)C1C(C(=O)NCCC3=CCCCC3)c3ccccc3C(=O)N1CC2 (stereo unspecified)
1.3 | Cc1cc(C)n2c(SCC(=O)Nc3ccccc3)nnc2n1
-2.9 | CCOc1ccccc1NC(=O)c1cc(S(=O)(=O)N2CCc3ccccc32)ccc1F
-20.0 | O=C(Nc1cc(C(F)(F)F)ccc1Cl)c1nn2c(c1Br)NC(c1cccs1)CC2C(F)(F)F (stereo unspecified)
-7.6 | COC(=O)c1ccccc1NC(=O)Cn1c(=O)n(-c2ccc(Cl)cc2)c(=O)c2c(C)c(C)sc21
-3.5 | Cn1c(C(=O)O)c(CC(=O)Nc2ccc(F)cc2F)c2ccccc21
-7.2 | FC(F)(F)c1cnc(Nc2ccc(N3CCOCC3)cc2)c(Cl)c1
-2.0 | CCNC(=O)C1CC(=O)N(Cc2ccc3c(c2)OCO3)C(=Nc2ccc(F)cc2)S1 (stereo unspecified)
-5.0 | CCN(CC)C(=S)Oc1cccc(C(=O)Nc2ccc(I)cc2)c1
-15.5 | COc1cccc(S(=O)(=O)N2CCN(c3ccccc3F)CC2)c1
-0.4 | Cc1cc(N2C(=O)CSC2c2ccc([N+](=O)[O-])cc2)ccc1Br (stereo unspecified)
-6.1 | COc1cccc(C2C=C(c3ccc(Br)cc3)Nc3nnnn32)c1OC (stereo unspecified)
-14.3 | O=C(O)CN1CCN(Cc2ccc(F)cc2)C1=O
-7.7 | COc1ccc(Nc2ncc(C(=O)N3CCN(c4ccccn4)CC3)c3ccccc23)cc1

A second format for part of the listing above.
mol: CCCCN(C(=O)c1ccco1)c1nnc(-c2cc(OC)c(OC)c(OC)c2)s1
  14-3-3g Raf: -7.2
mol: O=C1CCCc2c1nn(-c1ccccc1)[n+]2[O-]
  14-3-3g Raf: -3.6
mol: Cc1cc(C)n2c(SCC(=O)Nc3ccccc3)nnc2n1
  14-3-3g Raf: 1.3

The listing continues:
14-3-3g Raf | SMILES
-15.0 | Cc1cccc2cc(CC3CC(c4ccc(Br)cc4)=NN3C(=O)CCC(=O)O)c(Cl)nc12 (stereo unspecified)
5.1 | Cc1ccc(C(=O)Cc2cc3ccccc3oc2=O)cc1C
-0.7 | OCc1nc2ccccc2n1CC(O)COc1ccccc1 (stereo unspecified)
-14.0 | O=C(Nc1cccc2ccccc12)c1ncn[nH]1
-0.7 | COCCNc1nc2c(c(=O)n(C)c(=O)n2C)n1Cc1cccc(C(F)(F)F)c1
3.2 | CCC(c1nnnn1Cc1ccc2c(c1)OCO2)N1CCN(c2ccc(OC)cc2)CC1 (stereo unspecified)
0.6 | O=C(CSc1nnc(CNc2ccc(F)cc2)n1Cc1ccco1)N1CCCC1
-2.1 | CN(C)Cc1cc(C(C)(C)c2cc(CN(C)C)c(O)c(CN(C)C)c2)cc(CN(C)C)c1O
-9.3 | CC(=O)N1CCCc2cc(S(=O)(=O)CCC(=O)N3CCc4ccccc43)ccc21
-8.4 | CCCCN(C)S(=O)(=O)c1ccc(C(=O)Nc2cccc3c2C(=O)c2ccccc2C3=O)cc1
-3.7 | CC1=CC(C)(C)Nc2ccc(OC(=O)c3ccc(Br)cc3)cc21
-8.1 | CC(C)NC(=O)CN(C)S(=O)(=O)c1ccc(F)cc1
-0.7 | CCN1C(=O)c2cccc3c(S(=O)(=O)NCc4ccco4)ccc1c23
-7.7 | Cc1nc2ccccc2c2c1C(=O)N(C(C)C)C2=O
-10.4 | CC(C)c1ccc(-c2nnn(Cc3nc4ccccc4s3)n2)cc1
-86.2 | COc1ccc(NC(=O)c2ccc([N+](=O)[O-])o2)cc1
-4.1 | Cn1c(=O)[nH]c(=O)c2c1nc(SCCO)n2Cc1ccc(Cl)cc1
0.6 | CCCN(C(=O)c1coc(=O)c2ccccc12)c1ccccc1C
-0.1 | O=C(Nc1cccnc1)c1ccc(Oc2ccccc2)cc1
-2.5 | O=C(c1cnc2sccn2c1=O)N(Cc1ccccc1)Cc1ccccc1
-34.0&-73.0 | Clc1ccc2oc(-c3ccccn3)nc2c1
-6.1 | COc1ccc(-c2noc(CCC(=O)N3CCC(C)CC3)n2)cc1
-6.1 | O=C(NCc1ccccn1)c1cc(-c2ccccc2)on1
-14.3 | O=C(Nc1nc(-c2ccccn2)cs1)C1COc2ccccc2O1 (stereo unspecified)
-0.4 | CCc1nc(SC)[nH]c(=O)c1C
1.6 | Oc1ccccc1CN1CCN(Cc2ccccc2O)C1c1cc(Br)ccc1O
1.2 | COc1ccc(NC(=O)C2=C(C)NC(=O)NC2c2ccccc2OC)c(OC)c1 (stereo unspecified)
-14.4 | Cc1ccc(C)c(C(O)(c2ccccc2)c2cnc(C(C)C)n2C)c1 (stereo unspecified)
-1.9 | COCCn1c(SCc2ccc(C)cc2)nc2c1c(=O)[nH]c(=O)n2C
-22.2 | CCN(CC)c1ccc2cc(C(=O)Nc3cc(C(F)(F)F)ccc3Cl)c(=O)oc2c1
-45.7 | CCN1CCCC1CNC(=O)c1cc2cc3ccc(C)cc3nc2s1 (stereo unspecified)
-8.1 | CSCc1nnc(NC(=O)c2ccc(S(=O)(=O)N(CC(C)C)CC(C)C)cc2)o1
12.6 | CCOc1ccccc1C1NC(=O)NC(C)=C1C(=O)OCCSC (stereo unspecified)
2.0 | CCn1cc(C(=O)NC2CCCCC2)c(=O)c2cc(S(=O)(=O)N(C)C)ccc21
-10.8 | CC1=Nc2cc(C)c(C)cc2NC(=O)C1
-5.5 | CC1SC2(CCC(C(C)(C)C)CC2)N(c2ccc(Br)cc2)C1=O (stereo unspecified)
-10.0 | Cc1cc(OCC(=O)Nc2ccc(C(=O)OC3CCCCC3)cc2)ccc1Br
-9.2 | CCN(CC)c1ccc(/C=N/n2c(=S)[nH]nc(C)c2=O)cc1
-1.7 | COc1ccc(N=C(C)N)cc1
7.0 | CCC1CCC2(CC1)SCC(=O)N2c1ccc(F)cc1 (stereo unspecified)
-22.3 | O=C(O)CCc1n[nH]c(=O)[nH]c1=O
2.5 | CC1=C(C(=O)OCC2CCCO2)C(c2ccc(C)o2)C2=C(CC(c3ccc(N(C)C)cc3)CC2=O)N1 (stereo unspecified)
-1.4 | COc1cc(OC)cc(-c2nnc(NC(=O)c3ccc(S(=O)(=O)N4CCCC(C)C4)cc3)o2)c1 (stereo unspecified)
-43.8 | Cc1c(C)n(Cc2ccc(C(F)(F)F)cc2)c2ccc([N+](=O)[O-])cc12
-0.3 | Cc1ccnc(NC(=O)CCC(=O)N(CC(=O)NCCc2ccccc2)Cc2ccco2)c1
-2.1 | O=C(NCc1ccco1)c1ccc2c(=O)n(CCC3=CCCCC3)c(=O)[nH]c2c1
-2.9 | CCCCNc1nc2ccccc2n1CC(=O)N1CCc2ccccc2C1
-10.8 | O=C1c2ccccc2NC(c2ccccn2)N1c1ccc(Cl)cc1 (stereo unspecified)
-2.4&-5.1 | CCCCCn1c(N(C)Cc2ccccc2)nc2c1c(=O)[nH]c(=O)n2C
4.6 | O=[N+]([O-])c1cc(Br)c2nsnc2c1N1CCOCC1
-0.2 | CC(C)(C)c1ccc(C(=O)Nc2nnc(-c3ccc(F)cc3)s2)cc1
-22.0 | O=C(O)CCc1ccc(-c2ccc(Br)cc2)n1-c1cccc(O)c1
1.2&-3.8 | Cc1cc(Oc2ccccc2)nc(OCC#N)n1
-0.6 | CCOC(=O)Nc1sc(NS(=O)(=O)c2ccccc2)nc1C
6.0 | COc1ccc(OC)c(NC2=C(Cl)C(=O)N(c3cccc(Cl)c3)C2=O)c1
8.4 | COc1cccc(-c2nc(S(=O)(=O)c3ccc(C)cc3)c(N3CCOCC3)o2)c1
2.9 | CC(=O)Oc1ccc(C(=O)NCCc2ccc(S(N)(=O)=O)cc2)cc1
-5.0 | Nc1ccc(C(=O)Nc2ccc(NC(=O)c3ccc(N)cc3)cc2)cc1
-11.4 | N#Cc1c(NC(=O)CC2Sc3ccccc3NC2=O)sc2c1CCCC2 (stereo unspecified)
-1.4 | CC(C)(C)NC(=O)CN(C(=O)CS(=O)CC(=O)Nc1ccc(F)cc1)c1ccc(Cl)cc1 (stereo unspecified)

The results go on.
14-3-3g Raf | SMILES
2.6&0.1 | COCCn1c(C23CC4CC(CC(C4)C2)C3)n[nH]c1=S
-3.1 | CCn1c(=NC(=O)c2ccc(S(=O)(=O)N3CCCCC3C)cc2)sc2cc(C(=O)OC)ccc21 (stereo unspecified)
-4.9 | O=C1c2cccc([N+](=O)[O-])c2C(=O)N1C1c2ccccc2Oc2ccccc21
-6.2 | Cc1ccc(S(=O)(=O)N(CC(=O)Nc2cc(Cl)ccc2C)c2ccccc2C)cc1
-1.0 | Cc1noc(C)c1S(=O)(=O)NCCCN1CCN(Cc2ccccc2)CC1
1.9 | CCn1c(SCC(=O)c2ccc(Cl)cc2)nc2ccccc2c1=O
-4.3 | CCOC(=O)c1c(NC(=O)Cn2nc(C(F)(F)F)c3c2CCCC3)sc(C)c1C

4 records drawn at random from those above, as already listed:
14-3-3g Raf | SMILES
-3.1 | CCn1c(=NC(=O)c2ccc(S(=O)(=O)N3CCCCC3C)cc2)sc2cc(C(=O)OC)ccc21 (stereo unspecified)
-1.0 | Cc1noc(C)c1S(=O)(=O)NCCCN1CCN(Cc2ccccc2)CC1
-4.3 | CCOC(=O)c1c(NC(=O)Cn2nc(C(F)(F)F)c3c2CCCC3)sc(C)c1C
1.9 | CCn1c(SCC(=O)c2ccc(Cl)cc2)nc2ccccc2c1=O
